HIF-2a inh: HIF-2a reporter inhibitors, primary screen, luminescence, 786-0 RCC cells. 360,000 tested, 0.72% active. 786-0 RCC cells HIF-2a reporter, luciferase luminescence, overnight. inhibition, % at 18.8 µM;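 active means inhibition of the luminescence signal of 40% or more relative to plate controls, in a single-dose primary screen at 18.75 µM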
Vif inh: HIV Vif self-association inhibitors, primary screen, imaging, HEK293T, single point | HEK293T cells, Vif self-association by quenched fluorescence, 24 h | inhibition, % at 7.49 µM | 340,000 tested, 0.35% active; in the data active means inhibition above about 50%, passing the limit was not always enough; inconclusive means no clear call, values can overlap the other calls; inactive means below about 31%; further: some results filed as inactive read as strong as hits
TRPM1 prom inh: inhibitors of MITF-dependent TRPM1 promoter reporter, primary screen, cell-based, SK-MEL-5, single point, luciferase | SK-MEL-5 TRPM1 promoter luciferase, 24 h | inhibition, % at 12.5 µM | 330,000 tested, 0.83% active | AID 488899, 2010;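 active means mean inhibition across replicates of 60% or more, whatever share of single replicates reaches that level; inconclusive means some that reach 60%, reason not given; inactive means mean inhibition across replicates below 60%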; further: values of inactives mirror those of a sister screen read the other way
PDI turbidity: inhibitors of human PDI, primary screen, biochemical, turbidity, single point, plate reader; inhibition, % at 10 µM; Protein disulfide-isomerase (Homo sapiens), P07237; 350,000 tested, 0.052% active; PDI insulin aggregation turbidity, A650, 90 min;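 active means mean inhibition across replicates of 30% or more, whatever share of single replicates reach that level; inconclusive means mean inhibition below 30% while every single replicate reaches 30%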;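 further: absorbance from insulin aggregation driven by PDI reduction with DTT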
Target sequence (P07237 whole entry, looked up): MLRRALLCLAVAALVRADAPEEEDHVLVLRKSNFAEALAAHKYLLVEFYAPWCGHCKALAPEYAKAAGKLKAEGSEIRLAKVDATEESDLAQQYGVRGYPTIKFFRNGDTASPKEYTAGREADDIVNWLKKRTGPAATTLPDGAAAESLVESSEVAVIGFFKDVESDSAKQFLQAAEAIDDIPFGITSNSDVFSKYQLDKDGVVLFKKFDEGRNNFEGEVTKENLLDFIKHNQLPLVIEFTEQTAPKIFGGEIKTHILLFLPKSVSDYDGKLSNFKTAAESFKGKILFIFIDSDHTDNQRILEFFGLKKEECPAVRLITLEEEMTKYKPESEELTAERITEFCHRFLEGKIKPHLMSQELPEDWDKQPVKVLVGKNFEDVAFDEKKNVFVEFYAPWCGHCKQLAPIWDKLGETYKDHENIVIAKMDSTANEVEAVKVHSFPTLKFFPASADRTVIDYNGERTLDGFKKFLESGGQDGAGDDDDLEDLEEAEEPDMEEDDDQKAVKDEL
NR2E3 ag-1: inhibitors of NR2E3-RetCOR corepressor binding, primary screen, NR2E3 agonist project, biochemical, TR-FRET, GST-NR2E3, biotin-RetCOR | 320,000 tested, 0.12% active | AID 2300, 2010 | inhibition of corepressor binding, % at 4.78 µM | 1536-well;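 active means percent inhibition above the cutoff of mean plus 3 SD of all tested compounds, set per screening campaign, cut at about 20% in these data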;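 further: 0% = DMSO wells and 100% = biotin wells as full block of FRET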
Target sequence (Q9Y5X4 whole entry, looked up): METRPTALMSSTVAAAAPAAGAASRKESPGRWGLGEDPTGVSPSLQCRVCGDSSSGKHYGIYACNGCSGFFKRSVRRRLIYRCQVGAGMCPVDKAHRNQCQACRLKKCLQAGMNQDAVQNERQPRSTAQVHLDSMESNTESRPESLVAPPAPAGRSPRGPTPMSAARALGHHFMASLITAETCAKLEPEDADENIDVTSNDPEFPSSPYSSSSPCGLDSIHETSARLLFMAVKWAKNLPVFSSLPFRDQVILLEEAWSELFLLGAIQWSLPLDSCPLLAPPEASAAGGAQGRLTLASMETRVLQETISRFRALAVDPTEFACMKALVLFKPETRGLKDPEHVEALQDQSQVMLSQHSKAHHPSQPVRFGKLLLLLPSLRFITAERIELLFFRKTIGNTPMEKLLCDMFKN
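System: GST-NR2E3 and biotin-RetCOR proteins; probe or stimulus: 7 nM biotin-RetCOR; doses: compound at 4.8 µM, single dose; schedule: Compound–protein incubation for 5 h at 4 °C; detection: time-resolved FRET; read-out: percent inhibition; controls: biotin wells as high control, 0.6% DMSO wells as low control; format: 1536-well plates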
aDG glyco up: activators of alpha-DG glycosylation, primary screen, uHTS, Pro5-aDG cells, AlphaScreen | activation, % at 10 µM | 360,000 tested, 0.22% active | alpha-DG glycosylation AlphaScreen (IIH6); 0% Pro5, 100% B10-LARGE cell signal;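 active means activation of at least 8% versus controls, or a plate z-score of at least 8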;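 further: Pro5 are CHO cells carrying HIG-tagged alpha-DG that lacks glycosylation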
CaV13 FRET inh: Disruptors of the CACNA1D IQ motif to Ca2+-dependent inactivation inhibitor domain association, primary screening, Förster resonance energy transfer in intact living …; 340,000 tested, 0.098% active; inhibition, % at 12.3 µM; HEK cells, CFP/YFP FRET ICDI-IQ, plate reader, 10 min; percent FRET-ratio fall versus neutral wells;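 active means mean replicate inhibition of at least 30% and at least 1% of replicates passing that level; inconclusive means only one of the two criteria is met; inactive means neither criterion is met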;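 further: 0% = median of the neutral control wells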
NR2E3 ag-2: NR2E3 agonists in two-hybrid cells, primary screen, cell-based, luminescence, CHO-S, Gal4-NCOR/VP16-NR2E3. inhibition of corepressor binding, % at 3.98 µM. luciferase. 360,000 tested, 0.35% active. AID 602229, 2012. Photoreceptor-specific nuclear receptor (Homo sapiens), Q9Y5X4;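 active means inhibition above the mean of all tested compounds plus 3 SD, cut at about 70% in these data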;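 further: 0% = DMSO with NR2E3 transfected cells and 100% = cells lacking NR2E3 construct; higher means lower luciferase signal from less NR2E3 corepressor binding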
Peg3 prom inh: Peg3 promoter-driven luciferase inhibitors, primary screen, cell-based, HeLa, luciferase luminescence; HeLa PEG-Prom luciferase reporter, overnight; inhibition, % at 20 µM; 360,000 tested, 1.7% active;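 active means inhibition of at least 50% at 20 µM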
hiPSC survival: enhancers of single-cell hiPSC survival, primary screen, ATPlite luminescence. survival enhancement, % at 20 µM. 360,000 tested, 0.044% active. 100% = ROCK inhibitor wells, 0% = DMSO. AID 602274, 2012; in the data active means survival enhancement above about 18%;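 further: cells exposed to compounds for 16 hours before the ATP read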
Granule exo inh: LAMP-1 surface exposure blockers, TALL-104 cells – cell-based, flow cytometry, MLPCN library, primary screen. TALL-104 LAMP-1 surface exposure; cells stimulated with thapsigargin and PMA. inhibition, % at 10 µM. 360,000 tested, 0.66% active;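 active means inhibition above about 55%, limit read from the data; inconclusive means no clear call, values can overlap the other calls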
An asterisk follows results filed as active; ? = inconclusive; · = no result given; & = joins results of further samples.

SMILES	HIF-2a inh	Vif inh	TRPM1 prom inh	PDI turbidity	NR2E3 ag-1	aDG glyco up	CaV13 FRET inh	NR2E3 ag-2	Peg3 prom inh	hiPSC survival	Granule exo inh
C=CCn1c2ccccc2c2nnc(SCN3C(=O)c4ccccc4C3=O)nc21	32	2	6	-4	7	-0.2	·	12	-10	-3.1	-4
CNS(=O)(=O)c1cccc(C(=O)OCC(=O)N(Cc2ccccc2)C(C)(C)C)c1	15	·	-3	2	1	0.1	-3	-1	12	-0.9	0
COc1cccc(NC(=O)c2ccc3nc(C)c(N(C)Cc4ccc(NC(C)=O)cc4)n3c2)c1	-28	17	·	-1	·	1.9	-6	-3	-2	1.5	-4
C[C@@H]1C[C@H]2[C@@H]3CCC4=CC(=O)C=C[C@]4(C)[C@@]3(F)[C@@H](O)C[C@]2(C)[C@@]1(O)C(=O)CO	35&30	12&-5	-27&-8	4	3&1	0.9&-0.2	-5	9&3	-7&-4	5.9&3.8	-6&4
CN(C)CCCN1C(=O)C(=O)/C(=C(/O)c2ccncc2)C1c1cccnc1 (stereo unspecified)	22	2	11	-2	·	0.0	-4	-1	-8	-0.9	-1
COc1ccc(CN2CCc3ccc(NC(=O)CCc4ccccc4OC)cc3C2)c(O)c1	-6	-13	10	1	1	0.3	-5	-8	-14	0.5	24
O=C(NCC1CCCO1)c1ccccc1NS(=O)(=O)c1cccs1 (stereo unspecified)	11	15	6	-7	1	0.0	-4	-22	3	1.1	-12
COc1ccc(-n2nc(C(=O)NCC(=O)Nc3ccccn3)c3ccccc3c2=O)cc1Cl	18	31	17	16	·	-0.4	-4	-3	23	-2.5	-6
O=C(CCCc1cccs1)NCCc1c[nH]c2ccccc12	-26	-1	6	2	4	0.2	-3	-36	-6	-0.5	7
COc1ccccc1-n1c(SCC(N)=O)nnc1-c1ccc(S(=O)(=O)N2CCCCC2)cc1	-3	-4	10	0	0	0.1	-9	-9	8	0.9	3
COc1ccc(NC(=O)C2CCN(S(=O)(=O)c3cccs3)CC2)cc1OC	9	17	7	-2	0	-0.3	-5	-2	6	-0.4	-2
CCOC(=O)Cc1cc(=O)[nH]c(/N=C(/NC(=O)c2ccccc2)Nc2ccccc2C(F)(F)F)n1	8	4	3	-1	2	-0.1	-5	-5	9	6.6	2
CCn1cc(C(=O)NCCCN2CC(C)CC(C)C2)c(=O)c2cc(S(=O)(=O)N(C)C)ccc21 (stereo unspecified)	8	15	-1	·	0	-0.3	-2	-11	3	-1.5	0
CC(=O)N1N=C(c2cccc(O)c2)CC1c1cccs1 (stereo unspecified)	-18	-7	3	1	·	0.0	-5	9	13	-0.6	-6
CSc1ccc(-c2ccc3c(c2)c(Sc2ccccc2)c(-c2ccccc2)n3C)cc1	4	·	·	·	·	-0.3	-5	-8	·	-0.7	-3
CC(C)c1ccc(N(C(=O)c2snc(C(N)=O)c2N)C(C(=O)NCC2CCCO2)c2ccc(N(C)C)cc2)cc1 (stereo unspecified)	14	-13	-1	6	·	-0.3	-3	-17	44	-0.3	54
O=c1c2c(nc3n1CCCCC3)sc1c(O)cccc12	-272	24	-29	11	-1	-0.3	·	-119	-296	-2.4	-1
CCCCCSc1nnc(-c2ccccc2N)c(=O)[nH]1	-37	3	-22	-8	2	-0.1	-3	-50	-57	-0.7	-4
CCOc1ccc(NC(=O)CCN2CCN(c3ccccc3OC)CC2)cc1	3	2	8	-4	4	-0.1	·	0	7	0.7	7
N#Cc1cc(Oc2ccc3ccccc3c2)c(-n2nnc3ccccc32)cc1C#N	27	-13	12	-2	9	0.2	-10	-10	-1	-2.1	9
C=CCn1cccc(C(=O)Nc2ccc(SC)cc2)c1=O	-208	-7	-73	-1	6	0.0	-4	-89	-270	-0.7	4
O=[N+]([O-])c1ccc(N/N=C/c2cccc(O)c2O)c(S(=O)(=O)N2CCOCC2)c1	9	2	14	-6	1	-0.2	-13	-13	32	0.3	2
O=c1c(-c2ccc(Br)cc2)[n+]([O-])c2ccccc2n1OCc1ccccn1	-16	7	-4	1	1	-0.2	-5	-33	9	-0.8	0
C/C(CC(C)C)=N\Oc1nc(C)cc(C)n1	9	11	·	-5	0	0.1	0	-17	-2	0.6	-10

A draw from above in order of count of non-hydrogen atoms, highest first.
SMILES	HIF-2a inh	Vif inh	TRPM1 prom inh	PDI turbidity	NR2E3 ag-1	aDG glyco up	CaV13 FRET inh	NR2E3 ag-2	Peg3 prom inh	hiPSC survival	Granule exo inh
CCn1cc(C(=O)NCCCN2CC(C)CC(C)C2)c(=O)c2cc(S(=O)(=O)N(C)C)ccc21 (stereo unspecified)	8	15	-1	·	0	-0.3	-2	-11	3	-1.5	0
N#Cc1cc(Oc2ccc3ccccc3c2)c(-n2nnc3ccccc32)cc1C#N	27	-13	12	-2	9	0.2	-10	-10	-1	-2.1	9
O=c1c2c(nc3n1CCCCC3)sc1c(O)cccc12	-272	24	-29	11	-1	-0.3	·	-119	-296	-2.4	-1

Continuation:
SMILES	HIF-2a inh	Vif inh	TRPM1 prom inh	PDI turbidity	NR2E3 ag-1	aDG glyco up	CaV13 FRET inh	NR2E3 ag-2	Peg3 prom inh	hiPSC survival	Granule exo inh
CCN(CC)CCCN1C=C2C(=O)C(C)(OC(=O)CCC(=O)OC)C(=O)C(Br)=C2C=C1c1ccc(OC)cc1 (stereo unspecified)	12	-6	9	3	6	0.5	-5	-3	-9	9.2	8
CNc1nc(N(C)C)nc(N(C)C)n1	10	7	14	1	-2	0.2	-6	-4	6	1.8	-6
C=C(C)[C@H]1CC=C(C)C(=O)C1	6	3	4	·	-1	1.8	·	-21	-8	-2.2	2
COc1cc(NC(=S)NCCc2ccccc2)c(OC)cc1NC(=O)CC(C)C	6	4	8	1	-1	0.0	9	4	20	-1.1	-6
O=C(c1cc(-c2ccco2)on1)N1CCc2ccccc2C1	-133	-4	-15	-7	3	0.1	-4	0	-68	1.1	-3
Cc1nnc(SCC(=O)N2CCCC2)n(N)c1=O	19	8	2	3	0	-0.1	2	10	3	0.2	-1
NC(=O)c1cc2cc(Cl)ccc2oc1=O	14	-6	7	-8	2	0.0	-4	14	5	0.7	6
CCOC(=O)c1sc(-c2cccs2)nc1C	-145	-4	-44	0	5	0.1	-6	6	-110	-0.4	4
CCc1ccc(CN2CCN(S(=O)(=O)Cc3ccccc3)CC2)cc1	23	-23	15	2	-6	0.3	-6	19	9	0.8	1
Cc1ccc2cccnc2c1N	10	-2	2	5	-2	-0.2	0	14	4	-0.7	-1
N#Cc1ccc(NC2c3ccccc3CC2O)cc1 (stereo unspecified)	9	20	5	8	·	-0.1	-7	25	-16	3.4	6
O=S(=O)(NCCOc1ccccc1F)c1cccc(Br)c1	6	3	0	-11	3	-0.1	-6	-1	28	-0.6	-3
O=C(O)c1ncn(Cc2ccccc2)c1C(=O)O	-3	4	4	1	-4	-0.1	-8	-39	8	-1.4	-1
COc1cc(/C=C/C(=O)OC(C)C(=O)c2ccccc2)cc(OC)c1OC (stereo unspecified)	-18	·	6	4	7	0.0	-7	-6	-10	-0.5	-5
CC(=O)Nc1cc2c3ccccc3ccc2c2ccccc12	-25	-3	-3	-1	·	0.1	-5	-22	1	-2.6	-6
CCOC(=O)Cn1nc(C)c(NC(=O)COc2ccc(F)cc2F)c1C	12	-4	0	4	-1	-0.1	·	12	-5	-1.0	-1
O=C(CNC(=O)c1ccco1)OCc1ccc(Cl)cc1	-5	-1	3	1	2	-0.3	·	-12	-1	-3.9	-2
CCC(C)(C)C(=O)Nc1cccc(Cl)c1C	3	-5	-6	4	2	0.1	-2	6	0	-0.4	15
O=c1[nH]c(=O)n(Cc2ccco2)c2c1C(C(F)(F)F)(C(F)(F)F)N=C(CCC1CCCCC1)N2	18	5	14	3	-1	0.8	-6	7	44	-0.2	3
Cc1ccccc1Nc1nc(N)nc(COC(=O)CCNS(=O)(=O)c2ccccc2)n1	-11	0	-4	9	3	-0.2	-6	1	-7	1.3	0
Cc1nc2sc(C(c3cccs3)N3CCC(C(N)=O)CC3)c(O)n2n1 (stereo unspecified)	-4	-5	·	·	-2	-0.2	-3	-28	-9	-2.3	0
CCN(c1ccc(NC(=O)CCNC(=O)c2ccco2)cc1)C(C)C	3	8	2	19	-1	-0.2	-15	-23	-11	0.2	0
CCn1c2ccccc2c2nc3cc(C(=O)O)ccc3nc21	-69	-1	-3	2	·	-0.7	-6	-14	-56	-2.1	1
Cc1cc(C(=O)COC(=O)c2ccccc2NCCO)c(C)n1CC1CCCO1 (stereo unspecified)	-22	-7	13	7	1	0.1	-10	13	-99	0.3	-6
COc1ccccc1CNS(=O)(=O)c1ccc(C)cc1	16	·	2	15	1	-0.1	-5	-3	11	1.0	-1
CCN(C(=O)CSc1nc2n[nH]c(C)c2c(=N)n1-c1ccc(Cl)c(C)c1)c1cccc(C)c1	18	-3	19	-4	0	0.9	-7	-11	72*	-0.5	30
CCc1cc2c(=O)c(-c3nc4ccccc4[nH]3)coc2c(CN2CCCCC2C)c1O (stereo unspecified)	-5	0	-2	1	-5	-0.2	4	-21	12	-0.5	3
Cc1ccc(Cn2c(=N)c(S(=O)(=O)c3ccc(C)cc3)cc3c(=O)n4ccccc4nc32)cc1	5	?	14	-1	2	-0.2	-2	-7	14	-0.6	1
CCN1C(=O)CC(Sc2ccccc2N)C1=O (stereo unspecified)	-31	-11	-8	-8	0	0.0	·	-15	-3	-2.4	?
CC(C)(C)Cc1nnc(NS(C)(=O)=O)s1	1	0	-6	7	4	-0.3	-11	2	1	-2.1	-3
COc1ccc2c(c1)C(=O)CC(c1ccc(OC)c(OC)c1)O2 (stereo unspecified)	26	-5	4	9	-2	-0.1	-20	-1	10	1.9	-7
CCc1c(C)sc(NC(=O)OC)c1C(N)=O	16	-7	7	-2	1	0.0	-4	2	16	3.9	-2
O=C(CC1C(=O)NCCN1CCCc1ccccc1)NCCc1ccccc1F (stereo unspecified)	-5	-4	-18	0	-4	0.0	-3	-26	-25	-0.6	-3
CN1CCN(c2ccc(S(=O)(=O)N3CCCCC3)cc2NC(=O)c2ccc(C#N)cc2)CC1	16	0	-1	10	1	-0.1	-2	6	-3	3.4	-4
OC(COc1cccc2ccccc12)CN1CCN(c2ccccc2Cl)CC1 (stereo unspecified)	10	-4	-5	6	2	0.0	-14	-14	4	-0.5	-12
CC(CN1CCCC1)OC(=O)c1ccccc1Cl (stereo unspecified)	1	13	-1	5	3	0.0	-2	-15	-1	0.6	-12
CC(C)CC(=O)Nc1c2c(nn1-c1ccc([N+](=O)[O-])cc1)CS(=O)(=O)C2	12	-10	3	-1	-8	-0.1	-4	-1	11	-0.9	-16

Screens (PubChem)
